Source: PubChem BioAssay
Neddylation inh = inhibitors of cullin neddylation, primary screen, biochemical, TR-FRET, uHTS, NAE and Ubc12; AID 651699, 2012; calls only at 25 µM; NEDD8-conjugating enzyme Ubc12 (Homo sapiens) + NEDD8-activating enzyme E1 regulatory …; 360,000 tested, 0.58% active; in the data active means inhibition above about 36%
NadD inh = inhibitors of S. aureus NadD, primary screen, biochemical, colorimetric, uHTS | Nicotinate-nucleotide adenylyltransferase NadD (Staphylococcus aureus N315) | purified NadD enzyme, colorimetric absorbance read-out | inhibition, % at 20 µM | 360,000 tested, 0.78% active | AID 602399, 2012; in the data active means inhibition above about 26%; further: some compounds past the cut are filed as inactive
Scp1 inh = Scp-1 phosphatase inhibitors, primary screen, biochemical, colorimetric, uHTS | inhibition, % at 20 µM | 340,000 tested, 0.88% active | Carboxy-terminal domain RNA polymerase II polypeptide A small phosphatase 1 (Homo … | Recombinant Scp1, phosphopeptide, malachite green phosphate absorbance | AID 493091, 2011;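 active means inhibition above about 50% at 20 µM, limit read from the data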;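 further: plate controls were DMSO wells with enzyme for no effect and wells lacking enzyme for full effect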
Target sequence (Q9GZU7 76-261 limits assumed): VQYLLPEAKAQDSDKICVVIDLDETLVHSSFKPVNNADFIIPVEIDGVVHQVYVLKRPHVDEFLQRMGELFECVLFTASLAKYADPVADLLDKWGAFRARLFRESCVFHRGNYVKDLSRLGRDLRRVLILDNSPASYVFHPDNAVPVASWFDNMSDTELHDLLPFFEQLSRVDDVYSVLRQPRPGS
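Test system: SCP-1 phosphatase catalytic domain, residues 76-261; measured by: colorimetric phosphate reagent with accelerator and stabiliser, absorbance at 630 nm; timing: enzyme reaction 45 min at room temperature, colour 5 min, stabilisation 30 min; also added: Phosphorylated 17-residue peptide substrate; compound dosing: one concentration, 20 µM, with 1.0% DMSO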
SKN-1 block = suppressors of acrylamide-induced Pgst-4::GFP reporter in worms, primary screen, SKN-1 inhibitor project, whole organism, uHTS, GFP/RFP fluorescence ratio, strain VP596; C. elegans VP596 Pgst-4::GFP/RFP ratio, 24 h; inhibition, % at 21.8 µM; 360,000 tested, 0.49% active;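 active means interference check ratio from 0.5 to 1.5 plus GFP to RFP signal ratio inhibition reaching or exceeding a fixed threshold, cut at about 30% in these data, passing the limit was not always enough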; further: some compounds called inactive have numbers as strong as hits
SUMO1 PPI mod = modulators of SUMO1 protein-protein interactions, primary screen, biochemical, uHTS; Small ubiquitin-related modifier 1 (Homo sapiens), P63165; inhibition, % at 20 µM; 360,000 tested, 0.33% active; SUMO1 binding to a labelled peptide, TR-FRET, 1 h; in the data active means inhibition above about 37%
Target sequence (P63165 whole entry, looked up): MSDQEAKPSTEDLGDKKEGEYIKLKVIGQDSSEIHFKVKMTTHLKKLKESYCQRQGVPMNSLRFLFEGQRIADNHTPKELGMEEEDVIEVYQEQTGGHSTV
CendR NRP1 mod = modulators of CendR peptide binding to NRP-1, primary screen, biochemical, fluorescence polarization, uHTS; FAM-RPARPAR peptide binding to NRP-1; inhibition, % at 25 µM; 360,000 tested, 0.85% active;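 active means inhibition or corrected inhibition above about 18%, plus a signal ratio from 0.5 to 1.5, limit read from the data, passing the limit was not always enough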; further: strong numbers were not always called active
DNMT1 inh = human DNMT1 methyltransferase inhibitors, primary screen, biochemical, molecular beacon, fluorescence, HinP1I cleavage, uHTS; inhibition (reported as % activation of signal), % at 10 µM; 360,000 tested, 0.83% active; AID 588458, 2011; in the data active means inhibition above about 50%
LMPTP block = LMPTP phosphatase inhibitors, primary screen, biochemical, fluorescence intensity, uHTS; Low molecular weight phosphotyrosine protein phosphatase (Homo sapiens), P24666; recombinant LMPTP-A, OMFP fluorogenic substrate; inhibition, % at 20 µM; 360,000 tested, 0.22% active;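 active means compounds that cut the enzyme signal by at least half of the control window in the single-dose screen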;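 further: plate controls were DMSO wells with enzyme plus substrate for no effect and substrate without enzyme for full effect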
Target sequence (P24666 whole entry, looked up): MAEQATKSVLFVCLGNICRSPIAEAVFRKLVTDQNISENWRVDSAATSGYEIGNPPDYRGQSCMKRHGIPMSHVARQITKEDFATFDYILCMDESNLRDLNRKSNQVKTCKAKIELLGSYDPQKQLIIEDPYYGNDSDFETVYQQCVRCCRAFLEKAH
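Buffer or medium: Bis-Tris pH 6.0, DTT, detergent; Assay system: LMPTP-A enzyme; Quantity: 0.625 nM enzyme; Detection: endpoint fluorescence intensity; Times: 50 min dark incubation at room temperature; Controls: substrate-only low control, DMSO enzyme-plus-substrate high control; Doses: single 20 µM dose; Read-out: percent inhibition versus substrate-only and uninhibited controls; Reagent: 400 µM OMFP.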
TbMetRS inhib = T. brucei MetRS inhibitors, primary screen, biochemical, luminescence; purified T. brucei MetRS, ATP depletion, Kinase-Glo luminescence; inhibition, % at 11.9 µM; 360,000 tested, 0.4% active;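 active means inhibition above a per-plate cutoff of the control wells' mean inhibition plus 3 SD, cut at about 5.5% in these data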;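 further: 0% = DMSO wells median and 100% = median of wells with control inhibitor compound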
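Dosing: 11.9 µM single point; system: parasite MetRS enzyme; technique: luminescence of leftover ATP; times: 15 min enzyme-compound preincubation, 2 h reaction, 10 min detection, 25 °C; replicates: each compound tested once; read-out basis: percent inhibition relative to median high and low control wells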
STEP inh = STEP phosphatase inhibitors, primary screen, biochemical, fluorescence intensity, uHTS | 360,000 tested, 0.25% active | recombinant STEP, OMFP fluorogenic substrate | inhibition, % at 20 µM;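 active means inhibition at 20 µM, scaled per plate between control wells, above about 37%, limit read from the data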;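 further: 0% = DMSO with enzyme and substrate and 100% = substrate only without enzyme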
Target sequence (P54829 whole entry, looked up): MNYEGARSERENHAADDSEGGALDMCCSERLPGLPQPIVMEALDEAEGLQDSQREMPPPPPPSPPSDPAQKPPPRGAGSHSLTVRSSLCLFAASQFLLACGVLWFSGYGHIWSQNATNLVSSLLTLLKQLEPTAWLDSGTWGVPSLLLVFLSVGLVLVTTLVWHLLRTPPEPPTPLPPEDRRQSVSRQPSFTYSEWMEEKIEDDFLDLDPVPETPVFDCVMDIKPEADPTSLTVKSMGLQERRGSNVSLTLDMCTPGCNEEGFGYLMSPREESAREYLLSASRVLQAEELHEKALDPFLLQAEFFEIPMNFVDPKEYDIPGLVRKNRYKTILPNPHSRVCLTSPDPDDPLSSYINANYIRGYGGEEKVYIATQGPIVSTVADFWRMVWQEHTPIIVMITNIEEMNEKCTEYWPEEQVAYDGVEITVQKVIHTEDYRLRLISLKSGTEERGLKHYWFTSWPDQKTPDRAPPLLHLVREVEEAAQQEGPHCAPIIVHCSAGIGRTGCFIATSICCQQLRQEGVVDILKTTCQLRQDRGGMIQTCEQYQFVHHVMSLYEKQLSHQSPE
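System: STEP phosphatase, cell-free reaction; Buffer or medium: Bis-Tris pH 6.0 buffer with DTT, detergent; Incubation: 20 min at room temperature, dark; Measured by: fluorescence, 480/540 nm.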
The depositor's hits bear a star; i = inactive; nt = no result given.

SMILES	Neddylation inh	NadD inh	Scp1 inh	SKN-1 block	SUMO1 PPI mod	CendR NRP1 mod	DNMT1 inh	LMPTP block	TbMetRS inhib	STEP inh
Cc1ccc(S(=O)(=O)N2C[C@H]3C(=O)C[C@@H]4C(=O)N(c5ccccc5)C(=O)[C@@H]4[C@@H]3C[C@@H]2c2ccccc2)cc1	i	10	nt	15	-1	8	-7	0.2	-1.0	-1
CC[C@@]12C(=O)N(c3ccccc3)C(=O)N1[C@H](c1ccc(Br)cc1)[C@@H]1C(=O)N(C(C)(C)C)C(=O)[C@@H]12	i	-1	-5	-1	-6	4	-3	0.2	-0.1	-1
CCC1(C)Cc2c(sc3c2c(=O)n(-c2ccccc2)c(=O)n3C)CO1 (stereo not drawn)	i	2	-3	-1	0	14	-1	0.0	-0.3	-4
O=C(Nc1ccc(-c2csc(Nc3cccc(C(F)(F)F)c3)n2)cc1)c1cccc(C(F)(F)F)c1	i	11	1	15	0	1	-32	5.9	-0.1	-1
O=C(CN1CCN(C(=O)C2CCN(C(=O)/C=C/c3ccccc3)CC2)CC1)Nc1ccccc1Cl	i	8	5	7	-5	-10	3	-0.1	-0.7	0
CCN(CC)S(=O)(=O)c1ccc(OC)c(NC(=O)c2cccc([N+](=O)[O-])c2C)c1	i	-6	-7	-8	-4	-3	-1	-1.6	-1.5	3
CCOC(=O)N1CCC(NC(=O)CS(=O)Cc2nc(-c3ccccc3C)oc2C)CC1 (stereo not drawn)	i	-4	-4	3	3	9	1	-0.8	-0.4	3
O=C(Nc1scc(-c2ccccc2)c1C(=O)O)c1ccco1	i	-3	-12	3	19	-16	4	-1.2	0.3	-4
O=C(Nc1ccccc1N1CCOCC1)C1CCCCN1S(=O)(=O)c1ccccc1 (stereo not drawn)	i	-1	-1	6	3	-8	4	0.1	-0.6	-1
CCN(CC(=O)Nc1c(F)cccc1F)C(=O)c1n[nH]c2ccccc12	i	-5	21	2	3	10	-2	-1.3	-0.6	1

In a second layout: entries from further up
Structure: CCOC(=O)N1CCC(NC(=O)CS(=O)Cc2nc(-c3ccccc3C)oc2C)CC1 (stereo not drawn)
  Neddylation inh: i | NadD inh: -4 | Scp1 inh: -4 | SKN-1 block: 3 | SUMO1 PPI mod: 3 | CendR NRP1 mod: 9 | DNMT1 inh: 1 | LMPTP block: -0.8 | TbMetRS inhib: -0.4 | STEP inh: 3
Structure: O=C(Nc1scc(-c2ccccc2)c1C(=O)O)c1ccco1
  Neddylation inh: i | NadD inh: -3 | Scp1 inh: -12 | SKN-1 block: 3 | SUMO1 PPI mod: 19 | CendR NRP1 mod: -16 | DNMT1 inh: 4 | LMPTP block: -1.2 | TbMetRS inhib: 0.3 | STEP inh: -4

Later entries:
SMILES	Neddylation inh	NadD inh	Scp1 inh	SKN-1 block	SUMO1 PPI mod	CendR NRP1 mod	DNMT1 inh	LMPTP block	TbMetRS inhib	STEP inh
Cc1ccc(/C=N/NC(=O)c2ccc(-c3ccccc3)cc2)o1	i	4	-13	6	-9	1	-10	1.5	0.4	3
c1ccc(CSc2nnc(-c3sccc3-n3cccc3)o2)cc1	i	-3	-11	-20	-3	1	-3	1.6	-0.9	2
Cc1nn(C)cc1CN1CCCC(C(=O)c2ccc(-c3ccccc3)cc2)C1 (stereo not drawn)	i	-11	-4	7	-1	2	-3	1.2	-0.2	4
O=c1[nH]c(-c2ccccc2)c(-c2ccccc2)[nH]1	nt	0	2	-28	-2	6	3	-0.3	-0.9	-3
COc1ccc(C)cc1NC(=O)NNC(=O)c1cc2ccccc2cc1O	i	2	-26	-15	-2	-31	-1	0.7	0.1	0
N#Cc1nc(COc2ccccc2)oc1N1CCN(c2cccc(Cl)c2)CC1	i	1	-4	-8	-3	6	2	3.6	0.0	2
CCCc1nc2ccccc2c(=O)n1CC(=O)c1ccccc1	i	6	6	-9	-2	2	7	0.2	-0.2	-1
CC[C@@]1(c2ccccc2C)C(=O)N(C(=O)OC)N1C(=O)OC	i	1	-12	2	3	-6	5	1.9	-0.5	-1
O=C(NCc1ccco1)c1scc2c1OCCO2	i	-3	1	0	4	-6	-1	-0.8	-0.1	7
Cc1cccc(N(C)c2ncnc3onc(-c4ccc(F)cc4)c23)c1C	i	1	4	-1	5	22*	7	0.0	-0.4	0
CCN(C(=O)CCS(=O)(=O)c1cccc2nonc12)c1ccc(F)cc1	i	4	-3	1	-36	3	-1	0.3	0.8	-3
Cc1cc(N2CCCC2)ccc1/C=N/n1cnnc1	i	13	0	5	-5	-54	-2	6.8	-0.5	-1
CC(C)n1c(Sc2nccn2C)nc2c1c(=O)n(C)c(=O)n2C	i	-3	0	6	-2	-5	2	-0.6	-0.4	4
COc1ccc(C)cc1NC(=O)CC(O)(C(F)(F)F)C(F)(F)F	i	1	-4	-17	4	11	-1	-0.3	-0.2	-5
CC1CCN(CC(=O)N2CC(=O)Nc3ccccc32)CC1	i	1	0	-2	0	-5	3	-0.4	0.1	2
CC(C(N)=O)N1C(=O)NC2(CCCc3ccccc32)C1=O (stereo not drawn)	i	-1	-3	3	12	-4	3	-0.5	-0.5	1
CCCc1nc(SCc2ccc(Cl)cc2Cl)n[nH]1	i	7	-9	5	-4	-3	-1	-1.7	0.8	0
CCC(Sc1nc2sc(C(=O)OC)c(C)c2c(=O)n1N)C(=O)N(CC)CC (stereo not drawn)	i	3	0	3	7	-7	-2	0.4	-0.3	3
COc1ccc(CCNc2nc(=O)[nH]nc2C)cc1OC	i	2	-5	14	-2	-4	5	-2.7	-0.6	6
COc1ccc([N+](=O)[O-])cc1NC(=O)COC(=O)c1ccccc1O	i	-4	-9	1	-4	-3	1	0.0	-1.1	-2
CCOC(=O)c1c(NC(=O)Cc2cccs2)sc(C(=O)N2CCCCC2)c1C	i	-3	-12	-2	0	-1	-5	1.6	-0.3	10
O=c1oc(Nc2ccccc2F)nc2ccccc12	i	1	-2	-13	0	37*	0	-0.2	-0.4	-2
NC(=O)c1ncn([C@@H]2O[C@H](CNCc3cccc(OC4CCCC4)c3)[C@@H](O)[C@H]2O)n1	i	0	-14	-2	-2	1	5	-1.9	-1.4	1
O=C(Nc1ccc(F)cc1)c1nc[nH]c1C(=O)Nc1ccccc1[N+](=O)[O-]	i	28	-12	0	1	10	17	-1.9	-0.7	0
C/C(=C1\SC(N2CCOCC2)=NC1=O)c1ccc(C)cc1	i	-3	0	23	-13	4	2	-1.1	-1.5	-5
O=C(CN1C(=O)NC2(CCc3ccccc32)C1=O)NCc1ccc(Cl)cc1 (stereo not drawn)	i	-2	-2	-9	1	-5	-4	-0.5	0.1	-1
COc1ccccc1CNC(=O)COC(=O)Cc1ccc(Br)cc1	i	-7	3	15	3	-2	1	-0.3	-0.2	0
C/C(=C\c1ccccc1)C(=O)Nc1ccc(S(=O)(=O)Nc2ncccn2)cc1	i	-9	-1	-8	-1	12	-1	-0.3	-0.7	-2
CC(C)OC(=O)c1cc(-c2ccc(C=O)o2)ccc1Cl	i	-1	-3	2	-11	-25	5	-0.1	-0.3	1
O=C(CCN1CCc2ccccc2C(c2ccccc2)C1)c1ccc2c(c1)OCCO2 (stereo not drawn)	i	-2	-9	-23	7	9	-10	0.0	-0.8	-4
CC(C)CCN1C(=O)CC(NNC(=O)c2ccc(S(=O)(=O)N3CCCC3)cc2)C1=O (stereo not drawn)	i	-3	-4	6	-5	-12	-2	-0.7	-0.8	-1
CN(Cc1ccccc1)C(=O)c1ccc(NC(=O)Cc2ccc(NC(=O)C3CCCN(C(=O)CCc4ccccc4)C3)cc2)cc1 (stereo not drawn)	i	16	-4	13	5	-8	-12	1.6	0.3	-1
Cc1ccc(C(=O)C(OC(=O)c2c(C)cc(=O)oc2C)c2ccccc2)cc1 (stereo not drawn)	i	-2	-12	5	-1	6	2	2.4	-0.1	-2
c1ccc2c(c1)CCN(c1nc(CN3CCOCC3)nc3sc4c(c13)CCCC4)C2	i	14	2	1	4	-10	-7	1.2	-0.1	0
CC1(c2nnnn2Cc2ccccc2)CCC(=O)N1CCCN1CCOCC1 (stereo not drawn)	i	-3	nt	-3	4	-1	nt	-2.4	-0.8	nt
O=C(/C=C/c1cccc([N+](=O)[O-])c1)NCCN1C(=O)S/C(=C\c2cccnc2)C1=O	i	13	3	11	-23	3	-11	5.0	-0.5	-1
COc1ccc(CNC(=O)c2ccc(CS(=O)(=O)c3ccc(Br)cc3)o2)cc1	i	-4	-16	6	-1	0	1	0.7	0.3	-1
CCc1c(C)nc(SCC(=O)N2CCCCC2CC)[nH]c1=O (stereo not drawn)	i	-4	-17	-5	-3	4	24	-0.6	-0.3	0
CCc1[nH]nc2c1C1(CCOC1C)C(C#N)=C(N)O2 (stereo not drawn)	i	9	2	-1	-3	-11	-11	-1.7	-0.3	0
CCOc1ccc(OCC)c(NC(=O)C2CCCN(C(=O)c3ccc(Cl)cc3)C2)c1 (stereo not drawn)	i	-3	-8	-7	4	4	-1	-0.2	-0.3	0
Cc1ccc(NC(=O)CCc2nnc3ccc(N4CCOCC4)nn23)cc1C	i	-1	3	-4	7	-2	3	7.1	-0.1	-2
COc1ccc(C(=O)O)cc1S(=O)(=O)Nc1cccc(C(F)(F)F)c1	i	-4	-3	3	2	5	-1	-0.8	-0.1	-7
COCCOC(=O)N1CCCCC1c1cc(C(=O)Nc2cccc3c2CCCC3)no1 (stereo not drawn)	i	2	nt	14	0	2	1	-0.2	-0.1	0
O=C(COC(=O)CSc1ccc([N+](=O)[O-])cc1)NCc1ccco1	i	0	3	22	-28	-4	0	0.1	-0.1	4
O=C(NC1CC1)c1cccc(NC(=O)C2CCN(S(=O)(=O)c3cccc(C(F)(F)F)c3)CC2)c1	i	0	1	24	3	-7	6	1.1	-0.2	3
O=c1c2ccsc2ncn1Cc1cccc(C(F)(F)F)c1	i	5	4	-14	0	11	-1	0.2	-0.1	-2
